AmpC inh detg: AmpC beta-lactamase inhibition with detergent present. AmpC hydrolysis of nitrocefin, absorbance 480 nm, 0.01% Triton. Potency, µM (top dose mostly 114 µM), for inactives: top-dose activity change, negative = inhibition, most hits filed as inhibitors. actives 0.041% (n = 370,000). AID 485294;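 also: potency is read from the fitted curve at half-maximal effect; 0% = no-compound wells and -100% = no-enzyme wells; nearly all actives have a fitted effect of over 25% in size; some results filed as inactive show a strong effect at the top dose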
Target sequence (P00811 whole entry, looked up): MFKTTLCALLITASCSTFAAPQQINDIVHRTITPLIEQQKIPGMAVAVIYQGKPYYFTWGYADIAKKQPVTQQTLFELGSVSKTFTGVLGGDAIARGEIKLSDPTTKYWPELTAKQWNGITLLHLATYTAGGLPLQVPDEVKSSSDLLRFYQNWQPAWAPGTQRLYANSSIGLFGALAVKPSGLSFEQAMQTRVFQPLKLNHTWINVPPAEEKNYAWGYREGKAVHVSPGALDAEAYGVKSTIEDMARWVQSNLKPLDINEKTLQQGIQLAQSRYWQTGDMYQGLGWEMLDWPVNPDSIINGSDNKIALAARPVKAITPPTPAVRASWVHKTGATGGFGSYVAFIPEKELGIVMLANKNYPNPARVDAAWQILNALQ
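AmpC (5.3 nM in the dispensed reagent) in 20 mM phosphate pH 7.0 with 0.01% (detergent screen) or 0.0001% Triton X-100 was preincubated with compounds for 15 min at room temperature. Nitrocefin was then added from an 800 uM solution, and hydrolysis was followed at 480 nm.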
HCMV antiviral: blocks human cytomegalovirus replication | HFF cells, HCMV-luciferase reporter, 72 h; active compounds read low | activity change, negative = inhibition, % at 57.5 µM | actives 4.5% (n = 410,000); in the data active = activity change below about -60%; inconclusive = no clear call, values can overlap the other calls; inactive = above about -39%
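After 16 h attachment at 37C, HFF cells received test compound and HCMV-luciferase (1 PFU/cell); reporter luminescence read 72 h later, data normalized against buffer-only and known inhibitor Salinomycin.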
FBPA Giardia inh: blocks Giardia fructose-bisphosphate aldolase activity; actives 0.71% (n = 290,000); purified Giardia FBPA; Potency, µM (titrated, usually from 59.6 µM), for the others: top-dose activity, negative = inhibition, hits mostly inhibitors; AID 2451; also: potency is read from the fitted curve at half-maximal effect; nearly all actives have a fitted effect of over 55% in size
Target sequence (A8B2U2 whole entry, looked up): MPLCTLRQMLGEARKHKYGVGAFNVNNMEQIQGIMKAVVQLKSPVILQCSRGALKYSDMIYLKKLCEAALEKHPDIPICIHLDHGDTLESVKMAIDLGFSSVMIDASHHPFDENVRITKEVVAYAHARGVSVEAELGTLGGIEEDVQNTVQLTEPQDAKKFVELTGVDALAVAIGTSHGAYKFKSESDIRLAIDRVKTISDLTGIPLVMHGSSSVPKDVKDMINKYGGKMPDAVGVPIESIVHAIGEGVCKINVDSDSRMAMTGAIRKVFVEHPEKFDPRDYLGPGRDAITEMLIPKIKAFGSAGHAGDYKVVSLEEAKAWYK
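40 nM FBPA preincubated 10 min at RT with compound (up to 57.5 uM final), then substrate plus GAPDH/TPI/NAD/arsenate coupling and diaphorase/resazurin added. Fluorescence read after 20 min at RT, 525/598 nm.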
AMA1-RON2 inh: disrupts binding of P. falciparum AMA1 to RON2. AlphaScreen AMA1-biotinylated RON2 peptide binding. Potency, µM (top dose mostly 58.2 µM), for the others: top-dose activity change, negative = inhibition, most hits filed as inhibitors. actives 0.2% (n = 360,000). AID 720542;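 also: potency is read from the fitted curve at half-maximal effect; 0% = vehicle wells and -100% = peptide control; nearly all actives have a fitted effect of over 45% in size; some results filed as inactive show a strong effect at the top dose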
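AMA1 (3D7) with his tag at 25 nM final met compounds first, then biotinylated RON2 peptide at 25 nM; detection used donor plus acceptor beads, 10 µg/mL apiece, read by AlphaScreen after 30 min at room temperature.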
Sm TGR inh: blocks Schistosoma mansoni thioredoxin glutathione reductase; actives 3% (n = 360,000); Potency, µM (highest dose often 114 µM), without a hit: top-dose activity change, negative = inhibition, actives largely listed as inhibitors; purified TGR, DTNB reduction, TNB absorbance 405 nm; Q962Y6; also: potency is read from the fitted curve at half-maximal effect; nearly all actives have a fitted effect of over 60% in size
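Kinetic colorimetric format: TGR-catalysed, NADPH-driven DTNB reduction monitored via TNB absorbance. Enzyme dispensed at 20 nM; compound exposure 15 min at room temperature before reaction start.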
AmpC inh no detg: inhibitors of E. coli AmpC beta-lactamase without detergent | P00811 | AmpC nitrocefin hydrolysis, absorbance 480 nm, 0.0001% Triton | Potency, µM (top dose mostly 57.1 µM), for inactives: at the top dose activity change, negative = inhibition, most hits filed as inhibitors | actives 0.52% (n = 330,000) | AID 485341;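 also: potency is read from the fitted curve at half-maximal effect; plate controls were no compound for no effect and no enzyme for full effect; nearly all actives have a fitted effect of over 20% in size; some results filed as inactive show a strong effect at the top dose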
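AmpC (5.3 nM in the dispensed reagent) in 20 mM phosphate pH 7.0 with 0.01% (detergent screen) or 0.0001% Triton X-100 was preincubated with compounds for 15 min at room temperature. Nitrocefin was then added from an 800 uM solution, and hydrolysis was followed at 480 nm.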
Numbers without * were called inactive; & = joins results of further samples; [ ] = another dose, or the depositor's remark. Unless noted, calls follow the shape of the dose curve; as a rule, active = well fitted curve in the direction sought with a large enough effect; inconclusive = small, poorly fitted or top-dose-only effect, or another doubt; inactive = no such curve, though single readings can be large; an effect the other way counts as inactive or inconclusive. Unless noted, % is scaled to controls: 0 for no effect and ±100 for the full control effect.

What do the screens show for `Fc1ccc(NC(=S)NCc2ccccc2Cl)cc1`?
AmpC inh detg: -6%; HCMV antiviral: -70*; FBPA Giardia inh: 1%; AMA1-RON2 inh: 21%; Sm TGR inh: -4%; AmpC inh no detg: -15%

Results for COC(=O)Cc1[nH]n(-c2ccccc2)c(=O)c1C(C)=Nc1ccccc1 ?
AmpC inh detg: 3%; HCMV antiviral: inconclusive; FBPA Giardia inh: -18%; AMA1-RON2 inh: -21%; Sm TGR inh: 1%; AmpC inh no detg: -8%

How did COc1ccc(NC(=O)CSc2nc(-c3ccccc3)c3ccccc3n2)cc1 do in these assays?
AmpC inh detg: 20%; HCMV antiviral: -3; Sm TGR inh: 9%

How did COc1cccc(C(=O)NCCNC(=O)c2ccc(C)nc2)c1 do in these assays?
AmpC inh detg: -8%; HCMV antiviral: 15; FBPA Giardia inh: -1%; AMA1-RON2 inh: 5%; Sm TGR inh: -8%; AmpC inh no detg: -11%

How did O=C(Cc1ccccc1)NNS(=O)(=O)c1ccc(F)cc1 do in these assays?
AmpC inh detg: 4%; HCMV antiviral: -27; FBPA Giardia inh: -2%; AMA1-RON2 inh: 54%[activator]; Sm TGR inh: 0%; AmpC inh no detg: 42%

What do the screens show for `O=C(/C=C/c1ccco1)Nc1cccc(NC(=O)/C=C/c2ccco2)n1`?
AmpC inh detg: 0%; HCMV antiviral: 158; FBPA Giardia inh: -17%; AMA1-RON2 inh: 24%; Sm TGR inh: -36%; AmpC inh no detg: -50%

What do the screens show for `NC(=O)[C@@H]1CC2(CC(c3cccc(NC(=O)[C@H]4CCC(=O)N4)c3)=NO2)CN1C(=O)c1ccc(Cl)cc1` (some centres undefined)?
AmpC inh detg: -2%; HCMV antiviral: 2; FBPA Giardia inh: 5%; AMA1-RON2 inh: -6%; Sm TGR inh: -6%; AmpC inh no detg: 19%

How did COc1ccc(C2/C=C\CN(CC(C)C)CC(=O)N2Cc2ccc(F)cc2)cc1 (centres undefined) do in these assays?
AmpC inh detg: -1%; HCMV antiviral: -4; FBPA Giardia inh: -6%&-1%; AMA1-RON2 inh: -14%; Sm TGR inh: inconclusive; AmpC inh no detg: 84%[activator]

Results for CN(CC(=O)NCc1ccc(Cl)cc1)S(=O)(=O)c1cccc2nsnc12 ?
AmpC inh detg: 2%; HCMV antiviral: -25; FBPA Giardia inh: 6%; AMA1-RON2 inh: -12%; Sm TGR inh: 4%; AmpC inh no detg: 0%

Results for COc1ccccc1CNC(=O)c1ccc2ccccc2n1 ?
AmpC inh detg: 8%; HCMV antiviral: 27; FBPA Giardia inh: -5%; AMA1-RON2 inh: -12%; Sm TGR inh: 7%; AmpC inh no detg: -8%

What do the screens show for `O=C(c1cc(-c2ccc(Cl)cc2)on1)N(Cc1cccc(F)c1)Cc1ccco1`?
AmpC inh detg: 22%; HCMV antiviral: 1; Sm TGR inh: 6%

What do the screens show for `CCC(C)[C@H]1CNCCN1CCc1cccc(F)c1` (some centres undefined)?
AmpC inh detg: -10%; HCMV antiviral: 1; AMA1-RON2 inh: 18%; Sm TGR inh: -20%; AmpC inh no detg: 2%

What do the screens show for `Cc1ccc(NC(=O)COC(=O)c2ccc[n+]([O-])c2)c(Br)c1`?
HCMV antiviral: -8; AMA1-RON2 inh: 16%; AmpC inh no detg: -24%

What do the screens show for `OCC[C@H]1C[C@H](O)[C@@H](O)[C@]2(Cc3ccccc3CCO2)O1`?
AmpC inh detg: -10%; HCMV antiviral: 0; AMA1-RON2 inh: -1%; Sm TGR inh: -9%; AmpC inh no detg: -13%

Results for CN1CCN(/N=C/c2nc(-c3cccc([N+](=O)[O-])c3)n3ccccc23)CC1 ?
AmpC inh detg: -1%; HCMV antiviral: -25; FBPA Giardia inh: inconclusive; AMA1-RON2 inh: -8%[2.32 µM]; Sm TGR inh: -16%; AmpC inh no detg: 6%

How did O=C1NC2(CCOc3ccccc32)C(=O)N1CC(=O)N(Cc1ccccc1)C1CCS(=O)(=O)C1 (centres undefined) do in these assays?
AmpC inh detg: 7%; HCMV antiviral: -15; FBPA Giardia inh: 3%; AMA1-RON2 inh: -6%; Sm TGR inh: 5%; AmpC inh no detg: 36%

Results for O=C(c1ccc(Cn2c(=S)[nH]c3cc4c(cc3c2=O)OCO4)cc1)N1CCN(c2ncccn2)CC1 ?
AmpC inh detg: -11%; FBPA Giardia inh: 6%; Sm TGR inh: 0%; AmpC inh no detg: -22%

How did Cc1ccccc1-n1nnnc1Sc1nnnn1-c1ccccc1 do in these assays?
AmpC inh detg: 2%; HCMV antiviral: inconclusive; FBPA Giardia inh: 1%; AMA1-RON2 inh: 5%; Sm TGR inh: -29%; AmpC inh no detg: -24%

Results for Cc1nc2c(c(-c3ccccc3)c1C#N)C(=O)c1ccccc1-2 ?
AmpC inh detg: 2%; HCMV antiviral: -17; FBPA Giardia inh: 6%; AMA1-RON2 inh: 0%; Sm TGR inh: 7%; AmpC inh no detg: -16%

How did Nc1nc(SCC(=O)Nc2cccc([N+](=O)[O-])c2)n[nH]1 do in these assays?
HCMV antiviral: -7; AMA1-RON2 inh: 8%; AmpC inh no detg: -13%

How did CC(=O)N(C)C1=C(N2CCOCC2)C(=O)c2ccccc2C1=O do in these assays?
AmpC inh detg: inconclusive; FBPA Giardia inh: inconclusive; AMA1-RON2 inh: 17%; Sm TGR inh: 16%; AmpC inh no detg: -1%

What do the screens show for `O=[N+]([O-])c1cccc(CSC2=NCCN2S(=O)(=O)c2ccccc2)c1`?
AmpC inh detg: -4%; HCMV antiviral: -74*; FBPA Giardia inh: inconclusive; AMA1-RON2 inh: -14%; Sm TGR inh: -18%; AmpC inh no detg: -7%

What do the screens show for `C=CCc1cc(S(=O)(=O)c2ccc(O)c(CC=C)c2)ccc1O`?
AmpC inh detg: 7%; HCMV antiviral: -25; FBPA Giardia inh: 4%; AMA1-RON2 inh: -6%; Sm TGR inh: 5%; AmpC inh no detg: -31%

What do the screens show for `COc1cc(/C=N/n2cnnc2)ccc1OCc1ccccc1`?
AmpC inh detg: 4%; HCMV antiviral: -25; AMA1-RON2 inh: 3%; Sm TGR inh: 26%; AmpC inh no detg: 38%

What do the screens show for `CC1(C)CC(NNCCC#N)=CC(=[N+]2CCCC2)C1`?
AmpC inh detg: -1%; HCMV antiviral: inconclusive; FBPA Giardia inh: -27%; AMA1-RON2 inh: -1%; Sm TGR inh: -22%; AmpC inh no detg: 4%

What do the screens show for `CCOC(=O)CC(=O)CSc1nc(N)c(C#N)c(-c2ccc(F)cc2)c1C#N`?
AmpC inh detg: -13%; HCMV antiviral: inconclusive; FBPA Giardia inh: -9%; AMA1-RON2 inh: 1%; Sm TGR inh: -16%; AmpC inh no detg: -59%

Results for COc1ccc(CNCCc2c[nH]c3ccccc23)cc1OC ?
AmpC inh detg: -10%; HCMV antiviral: 4; FBPA Giardia inh: 18µM*; AMA1-RON2 inh: inconclusive; Sm TGR inh: inconclusive; AmpC inh no detg: -20%

How did Cc1cccc2sc(N(CCN(C)C)C(=O)c3cc(Cl)sc3Cl)nc12 do in these assays?
AmpC inh detg: -5%; HCMV antiviral: -8; FBPA Giardia inh: -14%; AMA1-RON2 inh: inconclusive; Sm TGR inh: -5%; AmpC inh no detg: 15%

How did O=C(C(c1ccccc1)c1ccccc1)N1CCCc2ccccc21 do in these assays?
AmpC inh detg: inconclusive; HCMV antiviral: -11; FBPA Giardia inh: 0%; AMA1-RON2 inh: -3%; Sm TGR inh: -23%; AmpC inh no detg: -22%

Results for CCOC(=O)C1=C(COC(=O)C2CC(=O)N(c3ccccc3F)C2)NC(=O)NC1C (centres undefined) ?
AmpC inh detg: -6%; HCMV antiviral: -20; AMA1-RON2 inh: 7%[11.6 µM]; Sm TGR inh: -5%; AmpC inh no detg: -3%

What do the screens show for `Cc1ccc(S(=O)(=O)NC(C)(C)CN2CCC(Cc3ccccc3)CC2)cc1`?
AmpC inh detg: 2%; HCMV antiviral: -26; FBPA Giardia inh: inconclusive; AMA1-RON2 inh: -19%; Sm TGR inh: 5%; AmpC inh no detg: 9%

Results for COc1ccc(OC)c(NC(=O)Nc2ccc3c(c2)OCO3)c1 ?
AmpC inh detg: 2%; HCMV antiviral: -10; FBPA Giardia inh: -7%; AMA1-RON2 inh: -2%; Sm TGR inh: -6%; AmpC inh no detg: -29%

How did CCN(CC)C(=O)[C@H]1C[C@H](CC(=O)NCCc2ccccn2)C(=O)N2CCc3c([nH]c4ccc(Cl)cc34)[C@]12C do in these assays?
HCMV antiviral: -8; AMA1-RON2 inh: 36%[activator]; AmpC inh no detg: 270%[activator]

How did COc1ccc(S(=O)(=O)Cc2ccc(C(=O)N3CCN(c4cccc(C)c4)C(C)C3)o2)cc1 (centres undefined) do in these assays?
AmpC inh detg: inconclusive; HCMV antiviral: -25; FBPA Giardia inh: 2%; AMA1-RON2 inh: -2%; Sm TGR inh: 5%; AmpC inh no detg: 103%[activator]

How did COc1ccc(NC(=O)c2nnn(Cc3nc(-c4cc(Br)ccc4OC)oc3C)c2C)cc1 do in these assays?
AmpC inh detg: 13%; HCMV antiviral: 7; Sm TGR inh: -9%

How did Cc1cc(NC(=O)CSCc2ccccc2)no1 do in these assays?
AmpC inh detg: inconclusive; HCMV antiviral: 21; FBPA Giardia inh: -1%; AMA1-RON2 inh: 2%; Sm TGR inh: -4%; AmpC inh no detg: -21%

How did CC(C)(C)CC(=O)NC(=S)NCCc1ccccc1 do in these assays?
AmpC inh detg: 6%; HCMV antiviral: 162; FBPA Giardia inh: -1%; AMA1-RON2 inh: 41%[activator]; Sm TGR inh: -34%; AmpC inh no detg: -16%

How did CCOC(=O)CN1CC23C=CC(O2)C(C(=O)NCc2ccccc2OC)C3C1=O (centres undefined) do in these assays?
AmpC inh detg: inconclusive; HCMV antiviral: -5; FBPA Giardia inh: 16%; AMA1-RON2 inh: -2%; Sm TGR inh: 2%; AmpC inh no detg: -4%

Results for COc1ccc(N/C=C/C(=O)C(F)(F)F)cc1 ?
AmpC inh detg: -9%; HCMV antiviral: -19; FBPA Giardia inh: -12%; AMA1-RON2 inh: -16%; Sm TGR inh: 4%; AmpC inh no detg: -29%

Molecules from the list above that contain bromine (2):
What do the screens show for `Cc1ccc(NC(=O)COC(=O)c2ccc[n+]([O-])c2)c(Br)c1`?
HCMV antiviral: -8; AMA1-RON2 inh: 16%; AmpC inh no detg: -24%

How did COc1ccc(NC(=O)c2nnn(Cc3nc(-c4cc(Br)ccc4OC)oc3C)c2C)cc1 do in these assays?
AmpC inh detg: 13%; HCMV antiviral: 7; Sm TGR inh: -9%

Some of these compounds in order of count of non-hydrogen atoms, largest number first:
How did COc1ccc(NC(=O)c2nnn(Cc3nc(-c4cc(Br)ccc4OC)oc3C)c2C)cc1 do in these assays?
AmpC inh detg: 13%; HCMV antiviral: 7; Sm TGR inh: -9%

Results for COc1ccc(CNCCc2c[nH]c3ccccc23)cc1OC ?
AmpC inh detg: -10%; HCMV antiviral: 4; FBPA Giardia inh: 18µM*; AMA1-RON2 inh: inconclusive; Sm TGR inh: inconclusive; AmpC inh no detg: -20%

What do the screens show for `CC1(C)CC(NNCCC#N)=CC(=[N+]2CCCC2)C1`?
AmpC inh detg: -1%; HCMV antiviral: inconclusive; FBPA Giardia inh: -27%; AMA1-RON2 inh: -1%; Sm TGR inh: -22%; AmpC inh no detg: 4%
